TGFb inhibitor = TGF-b pathway inhibition | HepG2 CAGA-GFP TGF-b/SMAD3 reporter, GFP fluorescence, 18 h; TGF-beta stimulated, 500 pg/mL final | Potency, µM (highest dose often 46.1 µM), for the others: at the highest dose activity, negative = inhibition, most hits filed as inhibitors | hit rate 1.2% among 410,000 | AID 588855; further: potency means the concentration at half of the fitted maximal effect; on the % scale 0 is the no-effect control and ±100 the full control effect; nearly all actives have a fitted effect of over 65% in size
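TGF-beta reporter screen: HEPG2 CAGA-GFP, 1% FBS, 500 pg/mL TGF-beta final, 18 h; per-cell GFP summed per well; curves fitted and categorized by class.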
Nrf2 block = blocks Nrf2 signaling | A549 ARE-Fluc reporter, luciferase luminescence, 18-24 h | Potency, µM (series often up to 46 µM), for inactives: top-dose activity change, negative = inhibition, usual class: inhibitors | hit rate 2.1% among 360,000; further: potency means the concentration at half of the fitted maximal effect; on the % scale 0 is the no-effect control and ±100 the full control effect; nearly all actives have a fitted effect of over 60% in size
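Reporter: ARE-Fluc in A549. Exposure: 18-24 h, 37 °C, 5% CO2, 5% FBS OPTI-MEM. Readouts: fluorescent cytotoxicity (CellTiter-Fluor), then luminescent Nrf2 signal after BugLite.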
IL-2 act = activates IL-2 in a cell-based reporter assay; AID 652025; activation, % (series mostly up to about 46 µM); hit rate 0.065% among 360,000; IL-2 activation reporter assay, cell-based qHTS; stimulated with anti-CD3/CD4/CD28 beads; in transgenic mouse T cells; in the data active means activation above about 50%; inconclusive means mostly about 30% to 49%; further: 0% is about no effect
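EGFP and DsRed fluorescence is measured by plate cytometry in unstimulated transgenic mouse T cells exposed to compound for 60 minutes, then stimulated 18 hours at 37 degrees C with anti-CD3/anti-CD4 beads plus anti-CD28.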
A549 tox = A549 cytotoxicity, counter-screen for Nrf2 inhibitors; A549 ARE-Fluc cells, CellTiter-Fluor viability, 18-24 h; Potency, µM (top dose mostly 46 µM), inactives show at the top dose activity change, negative = cytotoxicity, most hits filed as inhibitors; hit rate 0.16% among 390,000; AID 504648; further: potency means the concentration at half of the fitted maximal effect; on the % scale 0 is the no-effect control and ±100 the full control effect
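A549 ARE_Fluc cells in 5% FBS OPTI-MEM were exposed to compounds in concentration-response for 18-24 h at 37 deg C. Viability was read by CellTiter-Fluor fluorescence (Ex 405/Em 525) after 30 min, before the luciferase read.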
EPAC2 ag = EPAC2 (human) agonism; hit rate 0.079% among 360,000; Potency, µM (highest dose often 154 µM), for inactives: at the top dose activation, most hits filed as activators; Q8WZA2; EPAC2 activation, biochemical qHTS; response scale: 100% = 6.5 mM cAMP response; further: potency means the concentration at half of the fitted maximal effect; nearly all actives have a fitted effect of over 50% in size
Target sequence (Q8WZA2 whole entry, looked up): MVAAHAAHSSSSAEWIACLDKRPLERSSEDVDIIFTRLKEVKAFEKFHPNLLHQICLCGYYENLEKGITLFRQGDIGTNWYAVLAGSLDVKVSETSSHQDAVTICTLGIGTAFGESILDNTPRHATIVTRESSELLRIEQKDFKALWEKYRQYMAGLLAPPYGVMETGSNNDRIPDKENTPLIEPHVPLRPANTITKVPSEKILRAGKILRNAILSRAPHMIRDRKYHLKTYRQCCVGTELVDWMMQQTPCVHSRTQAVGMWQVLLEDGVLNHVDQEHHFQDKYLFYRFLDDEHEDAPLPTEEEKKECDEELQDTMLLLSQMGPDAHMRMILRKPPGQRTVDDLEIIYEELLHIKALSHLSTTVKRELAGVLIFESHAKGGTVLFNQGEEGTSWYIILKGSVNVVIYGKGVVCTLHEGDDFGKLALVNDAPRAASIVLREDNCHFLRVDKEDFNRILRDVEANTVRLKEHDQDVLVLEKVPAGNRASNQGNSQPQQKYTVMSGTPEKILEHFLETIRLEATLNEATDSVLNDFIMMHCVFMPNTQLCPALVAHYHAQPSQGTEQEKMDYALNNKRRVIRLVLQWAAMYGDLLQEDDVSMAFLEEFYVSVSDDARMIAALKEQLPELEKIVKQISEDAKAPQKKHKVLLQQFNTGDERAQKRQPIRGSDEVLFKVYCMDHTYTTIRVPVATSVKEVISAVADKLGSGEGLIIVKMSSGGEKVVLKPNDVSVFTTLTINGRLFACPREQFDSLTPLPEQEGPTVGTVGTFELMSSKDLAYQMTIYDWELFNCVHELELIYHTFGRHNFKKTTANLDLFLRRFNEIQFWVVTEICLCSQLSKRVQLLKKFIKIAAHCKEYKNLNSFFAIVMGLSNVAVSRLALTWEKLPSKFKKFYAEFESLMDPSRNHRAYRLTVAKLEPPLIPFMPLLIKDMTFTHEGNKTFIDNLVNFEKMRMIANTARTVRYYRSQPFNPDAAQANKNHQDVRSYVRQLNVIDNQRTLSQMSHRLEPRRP
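Exchange assay: 100 nM EPAC2 with 250 nM Rap1B-BODIPY-GDP and 50 uM GDP. Fluorescence (ex 480/em 540 nm) read every 5 min for 30 min at room temperature. Data normalized to 6.5 mM cAMP as agonist control.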
HepG2 viability = kills HepG2 cells in TGF-b inhibitor counter-screen | HepG2 CAGA-GFP viability, ATP luminescence, 18 h | Potency, µM (top dose mostly 46.1 µM), for inactives: top-dose activity change, negative = cytotoxicity, actives largely listed as cytotoxic | hit rate 0.76% among 410,000 | AID 588856; further: potency means the concentration at half of the fitted maximal effect; some results filed as inactive show a strong effect at the top dose
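HepG2 CAGA-GFP cells (1000/well, DMEM with 1% FBS) received compound, then TGF-beta at 500 pg/mL final, and were incubated 18 hours at 37 degrees C. Viability was read by CellTiter-Glo luminescence. Media-only wells were set as complete cell-killing and DMSO as no toxicity.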
S2 tox = reduces viability in counter-screen for ATXN expression inhibitors. AID 651635. Potency, µM (top dose mostly 56.7 µM), usual class: cytotoxic. hit rate 0.49% among 400,000. S2 cells (HEK-293 line with an ATXN2-luciferase reporter) viability, CellTiter-Fluor protease fluorescence, 24 h; further: potency means the concentration at half of the fitted maximal effect; nearly all actives have a fitted effect of over 40% in size
ATXN2 expr inh = ATXN2 expression inhibition. HEK-293 ATXN2-luciferase reporter, luminescence, 24 h. Potency, µM (titrated, usually from 57 µM), without a hit: at the highest dose activity change, negative = inhibition, most hits filed as inhibitors. hit rate 0.72% among 360,000. AID 1745845; further: potency means the concentration at half of the fitted maximal effect; on the % scale 0 is the no-effect control and ±100 the full control effect; nearly all actives have a fitted effect of over 55% in size
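ATXN2-luciferase reporter cells (luciferase flanked by upstream and downstream ATXN2 gene portions) were treated 24 h at 37 °C with compounds at up to 57 uM. SteadyGlo luminescence gave expression; GF-AFC fluorescence gave viability.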
Nrf2 ARE act = activates Nrf2 signaling; AREc32 ARE-luciferase reporter (MCF7-derived line), luminescence, 24 h; Potency, µM (series often up to 46.1 µM), for inactives: top-dose activation, usual class: activators; hit rate 0.31% among 410,000; further: potency means the concentration at half of the fitted maximal effect; % of control where 0% means no effect; nearly all actives have a fitted effect of over 65% in size
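Reporter line AREc32 (ARE-Fluc), seeded overnight in OPTI-MEM with 5% FBS; compound pin-transferred, 24 hr at 37 deg C, 5% CO2; luminescent read-out.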
Active calls of the source: *; i = inactive; u = inconclusive; x = no result given; & = joins results of further samples; [ ] = dose if it differs, or a comment. Unless noted, the call rests on the fitted dose curve; in most records, active means well fitted curve in the direction sought with a large enough effect; inconclusive means small, poorly fitted or top-dose-only effect, or another doubt; inactive means no such curve, though single readings can be large; an effect the other way counts as inactive or inconclusive.

SMILES	TGFb inhibitor	Nrf2 block	IL-2 act	A549 tox	EPAC2 ag	HepG2 viability	S2 tox	ATXN2 expr inh	Nrf2 ARE act
COc1ccc(CN2CC(=O)N(c3ccc(C)cc3)C2=S)cc1OC	-5%	-12%	-4.4	-2%	-10%	11%	i	-21%	7.9%
C/C(CC(=O)N1CCCC1)=N\NC(=O)c1cc2ccccc2cc1O	-19%	24%	1.2	-7%	7%	34%	i	x	0.7%
C/C(=N\NC(=O)c1cccc(S(=O)(=O)N2CCOCC2)c1)c1ccc(C#N)cc1	-1%	u	-2.1	-1%	6%	4%	i	-11%	-0.3%
COc1ccc(NC(=O)c2cc(C)nc3c2c(C)nn3-c2cccc(Cl)c2C)c(OC)c1	-18%	16%	x	6%	x	-20%	i	-2%	-0.4%
CCOCCc1nnc(NC(=O)c2cccc(F)c2)s1	3%	u	-0.7	-5%	-17%	-6%	i	22%	u
Cc1cccc(NC(=O)c2ccccc2OCC(=O)c2ccccc2)c1	-6%	-79%	-2.5	x	17%	0%	i	-8%	0.0%
Cc1ccc(-c2cc(-c3ccc4c(c3)OCO4)c(C#N)c(N)n2)o1	16%	-11%	2.8	u	4%	-26%	i	-12%	4.9%
O=C(O)c1ccc(/C=N\Nc2ccccn2)cc1	15%	u	0.5	2%	12%	-72%	i	0%	6.4%
CCOc1cccc(C(=O)Nc2cccc(C(=O)NC(C)(C)C)c2)c1	-4%	-3%	-1.6	-3%	-3%	0%	i	2%	0.6%
COc1ccc(N2C(=O)CCSC23C(=O)N(Cc2ccc(F)cc2)c2ccccc23)cc1Cl (stereo not given)	0%	-8%	x	-9%	x	-47%	x	x	12%
COc1ccc(-c2cn3nc(N4CCC(C(=O)Nc5cc(Cl)ccc5OC)CC4)sc3n2)cc1	-23%	25%	x	4%	x	0%	x	x	4.8%
O=C(Nc1cccc(NC(=O)c2ccc(-c3cccc(Br)c3)o2)c1)c1ccco1	-21%	u	-2.5	-6%	8%	7%	u	0%	0.3%
Cc1nc2ccccc2c(=O)n1NC(=O)c1cccc(Cl)c1	-27%	2%	-3.8	-5%	12%	8%	i	3%	3.3%
Cc1ccc(NC(=O)Cn2nnc(C(=O)NCCc3ccccc3)c2N)cc1C	-6%	23%	x	-4%	x	-12%	x	x	-0.7%
Cn1c(SCC(=O)NCc2ccc3c(c2)OCO3)nnc1C1COc2ccccc2O1 (stereo not given)	2%	1%	0.3	5%	11%	-30%	i	-7%	-0.5%
CCOC(=O)C1CCN(C(=O)Cn2ncc3c4ccccc4n(Cc4ccc(F)cc4)c3c2=O)CC1	u	5%	x	-3%	x	-21%	u	u	3.9%
O=[N+]([O-])c1cccc(N=Cc2ccccc2)c1	0%	-1%	0.9	3%	8%	-7%	i	-2%	1.9%
COc1ccc(N(CC(=O)N2CCN(c3cccc(OC)c3)CC2)S(=O)(=O)c2c(C)noc2C)cc1	u	-23%	x	-1%	x	-27%	i	-10%	3.0%
CCC(NC(=O)c1ccccc1NC(=O)c1ccccc1)C(=O)NNC(=O)c1cccnc1 (stereo not given)	15%	-3%	-0.3	4%	4%	-11%	i	x	0.2%
O=C(Nc1ccccc1)C1CCN(S(=O)(=O)c2ccc3c(c2)CCCN3C(=O)C2CCC2)CC1	-3%	x	x	-3%	x	0%	i	-10%	5.1%
COc1ccc(-c2c(C3=CCCCC3)oc3ccc(-c4ccc5c(c4)OCO5)cc23)cn1	5%	-6%	0.1	-3%	12%	-2%	i	7%	1.0%
O=C(OCc1ccccc1)N1C[C@H](O)[C@H](O)C[C@@H]1c1c(Cl)cccc1Br	-24%	x	0.0	x	10%	-15%	i	-6%	0.0%
COc1ccc(N2CCN(C(=O)COC(=O)CNC(=O)c3ccc(Cl)cc3Cl)CC2)cc1	-9%	6%	-5.0	-15%	0%	-36%	i	-5%	0.3%
COc1cccc(N2C(=NC(=O)C3CCCO3)SC3CS(=O)(=O)CC32)c1 (stereo not given)	4%	12%	-3.0	0%	1%	2%	i	-6%	0.4%
CCOc1ccc(C(=O)Nc2ccc3nc(SCc4ccccc4)sc3c2)cc1	u	11%	x	0%	x	4%	i	-1%	-0.8%
Cc1cc(=O)n2nc(N3CCC(C(=O)NCc4ccc(F)cc4)CC3)sc2n1	12%&-27%	13%&0%	2.0	3%&10%	4%	4%&-8%	i	-3%&-3%	0.0%&-0.4%
Cc1cc(Nc2cccc(F)c2)n2nc(C)nc2n1	-1%	-4%	0.4	0%	4%	-1%	i	1%	-0.4%
COc1ccc(-c2cc(C(=O)O)sc2C)cc1	15%	-6%	-0.6	1%	6%	6%	i	-3%	-0.2%
Cc1cc2nnc(SCC(=O)NCC3CCCO3)n2c2ccccc12 (stereo not given)	-2%	-29%	0.3	0%	-7%	-25%	i	-12%	-0.5%
CC(=O)OC1CC(c2cc(C(C)(C)C)c(O)c(C(C)(C)C)c2)=NO1 (stereo not given)	-11%	-29%	-1.3	-12%	15%	2%	i	2%	0.0%
CCOC(=O)N1CCN(c2cc(=O)n(-c3cccc(Br)c3)c(=O)[nH]2)CC1	0%	6%	2.7	-4%	10%	-6%	i	-2%	-0.1%
CC(C)OP(=O)(OC(C)C)C(O)c1cccc([N+](=O)[O-])c1 (stereo not given)	11%	11%	-2.7	0%	4%	15%	i	-4%	0.2%
C[C@@H](NC(=O)[C@@H]1Cc2ccccc2CN1C(=O)OC(C)(C)C)C(=O)NCC1CCCO1 (stereo not given in full)	8%	-6%	0.3	3%	13%	7%	i	2%	0.1%
CC1CCCC(C)N1c1nnc(N)s1 (stereo not given)	6%	14%	-2.2	-1%	-8%	-7%	i	6%	-0.7%
CC1CCCN(C(=O)c2ccc3c(c2)OCO3)C1 (stereo not given)	-18%	13%	-1.7	2%	4%	-5%	i	67%[activator]	-0.5%
Cc1cc(C(F)F)n2nc(C(=O)Nc3sc4c(c3C#N)CCC4)nc2n1	-1%	-1%	-0.3	-22%	4%	0%	i	7%	0.4%
CCOc1cc(C(=S)N2CCN(C)CC2)ccc1OCC(=O)N1CCCC1	u	6%	-3.9	-8%	-3%	-28%	u	4%	0.2%
Cc1cccc(NC(=O)CN2CCN(C(=O)CNC(=O)Cc3cccc4ccccc34)CC2)c1C	-24%	0%	1.2	-5%	0%	-7%	u	-40%	2.7%
Cc1cccc(N2CCN(S(=O)(=O)c3ccc4c(c3)C(C(C)C)C(=O)N4)CC2)c1C (stereo not given)	16µM*	13µM*	x	-2%	x	-57%	i	u	-0.2%
CC(=O)Oc1cc2c(cc1Cl)C1(CC(c3ccccc3Cl)O2)CC(C)(C)NC(=S)N1 (stereo not given)	u	u	-1.1	u	4%	-38%	u	u	0.3%

Entries of single compounds, quoted from the list:
CC1CCCC(C)N1c1nnc(N)s1 (stereo not given) is entered as TGFb inhibitor: 6%; Nrf2 block: 14%; IL-2 act: -2.2; A549 tox: -1%; EPAC2 ag: -8%; HepG2 viability: -7%; S2 tox: i; ATXN2 expr inh: 6%; Nrf2 ARE act: -0.7%
CC1CCCN(C(=O)c2ccc3c(c2)OCO3)C1 (stereo not given) is entered as TGFb inhibitor: -18%; Nrf2 block: 13%; IL-2 act: -1.7; A549 tox: 2%; EPAC2 ag: 4%; HepG2 viability: -5%; S2 tox: i; ATXN2 expr inh: 67%[activator]; Nrf2 ARE act: -0.5%

Next records:
SMILES	TGFb inhibitor	Nrf2 block	IL-2 act	A549 tox	EPAC2 ag	HepG2 viability	S2 tox	ATXN2 expr inh	Nrf2 ARE act
N#C/C(=C(/O)COC(=O)Cc1c[nH]c2ccccc12)c1nc2ccccc2[nH]1	14%	u	2.8	-1%	4%	-34%	i	6%	5.8%
O=C(NCC1CCCO1)/C(=C\c1ccco1)NC(=O)c1ccccc1 (stereo not given)	-2%	11%	1.5	-3%	1%	-6%	i	0%	3.0%
Cc1ccc(-c2nc3cc(C)c(Br)c(C)n3c2CC(C)(C)C)cc1	-4%	x	2.0	x	11%	-56%	i	21%	4.9%
Cc1ccc(S(=O)(=O)NCCC(=O)Nc2nccs2)cc1	11%	-5%	-5.3	9%	11%	-26%	i	-23%	-0.4%
CC1CCCN(CCCOc2ccc([N+](=O)[O-])cc2)C1 (stereo not given)	2%	5%	1.6	-8%	-1%	-3%	i	0%	0.9%
O=C(N/N=C/c1cccc2ccccc12)c1ccccc1Cl	4%	15%	-3.7	2%	19%	-10%	i	25%	1.9%
CCSc1ccc(/C(N)=N/OC(=O)c2cccs2)cn1	-4%	u	-3.5	-5%	11%	5%	i	58%[activator]	u
COC(=O)c1cc(C)sc1NC(=O)c1cccnc1	21%	1%	1.3	10%	5%	14%	i	0%	-0.4%
Cc1ccc2c(c1)c(=O)c(C(=O)c1ccncc1)cn2CC(=O)Nc1ccccc1Cl	14%	x	x	0%	x	-15%	x	x	-0.6%
CC1Cc2ccccc2N1C(=O)CSc1nnc(-c2ccc(S(=O)(=O)N3CCOCC3)cc2)n1C (stereo not given)	u	-8%	0.6	1%	-7%	-2%	i	-10%	-1.2%[9.22 µM]

An excerpt of the results above, as a working copy:
SMILES	TGFb inhibitor	Nrf2 block	IL-2 act	A549 tox	EPAC2 ag	HepG2 viability	S2 tox	ATXN2 expr inh	Nrf2 ARE act
COc1ccc(CN2CC(=O)N(c3ccc(C)cc3)C2=S)cc1OC	-5%	-12%	-4.4	-2%	-10%	11%	i	-21%	7.9%
C/C(CC(=O)N1CCCC1)=N\NC(=O)c1cc2ccccc2cc1O	-19%	24%	1.2	-7%	7%	34%	i	x	0.7%
C/C(=N\NC(=O)c1cccc(S(=O)(=O)N2CCOCC2)c1)c1ccc(C#N)cc1	-1%	u	-2.1	-1%	6%	4%	i	-11%	-0.3%
